Screening data as filed in PubChem.
NR3A LBD binder: binders of NR3A ligand-binding domain, primary screen, biophysical, differential scanning fluorimetry, uHTS; Glutamate receptor ionotropic, NMDA 3A (GRIN3A) ligand-binding domain; NR3A LBD differential scanning fluorimetry, Tm shift; 0% = protein alone, 100% = glycine-bound protein; Tm shift relative to glycine control, % at 25 µM; actives 2.5% (n = 340,000);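 active = melting temperature shift of at least 10% of the positive control shift, at one fixed dose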
mIAP activ: activators of mouse IAP, primary screen, biochemical, luminescence, uHTS; muIAP, CDP-Star luminescence, 30 min; hits give high values; 1 = vehicle-only enzyme signal, 0 = enzyme-free wells; activation factor at 10 µM; actives 0.24% (n = 330,000); AID 2805, 2010;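 active = activation factor of at least 2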; note: the source names both 10 and 20 µM as test concentration; values of inactives mirror those of a sister screen read the other way
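Assay system: mouse IAP enzyme / Compound: DMSO-dissolved test compounds / Timing: 30 min, room temperature / Measured by: luminescence from enzymatic CDP-Star hydrolysis / Control set: DMSO-only wells, enzyme-free buffer wells as negative control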
beta cell repl: inducers of MIN6 beta-cell proliferation, primary screen, ATP luminescence, uHTS | proliferation, % at 10 µM | actives 0.29% (n = 330,000) | AID 2380, 2010 | MIN6 cells proliferation, ATPlite luminescence, 48 h; cells starved in 0.2% serum; 100% = growth in 10% serum;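 active = compounds whose signal lies at least 3.5 SD above the mean of all wells on their plate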;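 note: 0% = DMSO-treated cells in low-serum medium and 100% = 10% serum control; some compounds called inactive have numbers as strong as hits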
hIAP act: human IAP activators, primary screen, biochemical, luminescence, uHTS. activation factor at 10 µM. purified human IAP, CDP-Star luminescence, 30 min; hits give high values; 1 = vehicle-only enzyme, 0 = enzyme-free background. Intestinal-type alkaline phosphatase (Homo sapiens), P09923. AID 2524, 2010. actives 0.16% (n = 330,000);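 active = activation factor of the enzyme at least 2-fold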; note: the source names both 10 and 20 µM as test concentration; values of inactives mirror those of a sister screen read the other way
Target sequence (P09923 whole entry, looked up): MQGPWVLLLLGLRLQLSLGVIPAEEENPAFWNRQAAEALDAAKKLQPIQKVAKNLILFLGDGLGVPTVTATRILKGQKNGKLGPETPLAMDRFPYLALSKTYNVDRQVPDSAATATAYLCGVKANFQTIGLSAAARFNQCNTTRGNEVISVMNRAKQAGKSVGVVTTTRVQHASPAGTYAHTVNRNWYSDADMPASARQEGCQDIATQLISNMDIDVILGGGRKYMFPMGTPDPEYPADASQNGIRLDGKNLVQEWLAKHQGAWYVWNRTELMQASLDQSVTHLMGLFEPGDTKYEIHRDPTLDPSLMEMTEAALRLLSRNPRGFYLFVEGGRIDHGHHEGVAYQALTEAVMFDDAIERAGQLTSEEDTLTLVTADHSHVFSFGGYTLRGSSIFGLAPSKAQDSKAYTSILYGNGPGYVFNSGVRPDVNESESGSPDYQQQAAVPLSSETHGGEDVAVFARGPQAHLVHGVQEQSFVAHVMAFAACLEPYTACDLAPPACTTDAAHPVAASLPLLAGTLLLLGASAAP
mIAP inh: inhibitors of mouse IAP, primary screen, biochemical, luminescence, uHTS; intestinal alkaline phosphatase [Mus musculus]; purified mouse IAP, CDP-Star luminescence, 30 min; inhibition, % at 10 µM; actives 0.2% (n = 330,000); AID 2806, 2010;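 active = inhibition of at least 40% at 10 µM in the primary screen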;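 note: plate controls were DMSO with enzyme for no effect and no enzyme wells for full effect; values of inactives mirror those of a sister screen read the other way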
A3A deaminase: APOBEC3A ssDNA deaminase inhibitors, primary screen, selectivity assay for APOBEC3G inhibitor project, biochemical, FAM/TAMRA oligo cleavage fluorescence | inhibition, % at 20 µM | actives 0.41% (n = 330,000) | AID 493011, 2011 | recombinant A3A, FAM/TAMRA ssDNA deamination fluorescence;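 active = at least 40% inhibition at 20 µM here, with at most 30% in a related deaminase screen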;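 note: plate controls were A3A with DMSO for no effect and wells lacking A3A enzyme for full effect; some results filed as inactive read as strong as hits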
Target sequence (P31941 whole entry, looked up): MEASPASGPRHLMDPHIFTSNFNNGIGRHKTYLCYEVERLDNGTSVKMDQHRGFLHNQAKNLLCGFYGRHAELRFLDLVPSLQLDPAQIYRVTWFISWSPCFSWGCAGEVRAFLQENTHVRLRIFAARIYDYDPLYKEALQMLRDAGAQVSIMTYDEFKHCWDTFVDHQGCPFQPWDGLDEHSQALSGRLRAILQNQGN
A3G deaminase: APOBEC3G DNA deaminase inhibitors, primary screen, biochemical, fluorescence, single-stranded DNA substrate, uHTS | AID 493012, 2011 | inhibition, % at 20 µM | recombinant A3G, ssDNA deamination FAM/TAMRA fluorescence | actives 0.28% (n = 330,000);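 active = inhibition of at least 40% at 20 µM, with no more than 30% in the related APOBEC3A deaminase screen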;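 note: plate controls were DMSO wells with A3G for no effect and wells lacking A3G enzyme for full effect; some compounds called inactive have numbers as strong as hits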
Target sequence (Q9HC16 whole entry, looked up): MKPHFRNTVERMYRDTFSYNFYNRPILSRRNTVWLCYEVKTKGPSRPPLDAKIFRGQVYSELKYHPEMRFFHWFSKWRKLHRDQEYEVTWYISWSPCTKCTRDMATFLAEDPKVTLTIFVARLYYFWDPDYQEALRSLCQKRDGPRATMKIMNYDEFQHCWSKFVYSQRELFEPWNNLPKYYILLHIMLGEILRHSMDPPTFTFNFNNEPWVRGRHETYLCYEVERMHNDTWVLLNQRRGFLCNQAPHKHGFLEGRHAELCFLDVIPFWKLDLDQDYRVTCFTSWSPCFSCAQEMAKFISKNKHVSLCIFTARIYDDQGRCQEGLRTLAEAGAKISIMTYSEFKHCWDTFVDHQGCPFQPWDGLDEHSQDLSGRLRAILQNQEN
MPTP inh: mitochondrial permeability transition pore inhibitors, primary screen, biochemical, isolated mouse mitochondria, absorbance; Ca2+ swelling absorbance, 30 min; inhibition, % at 10 µM; actives 1.4% (n = 360,000); AID 602449, 2012;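 active = inhibition of 50% or more, scaled per plate between neutral and stimulator controls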;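 note: 0% = DMSO wells given calcium and 100% = 1 mM EGTA wells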
hIAP block: human IAP inhibitors, primary screen, biochemical, luminescence, uHTS | Intestinal-type alkaline phosphatase (Homo sapiens), P09923 | purified IAP, CDP-Star luminescence, 30 min | inhibition, % at 10 µM | actives 0.12% (n = 330,000);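 active = inhibition reaching a set limit with compound at 10 µM in the primary screen, cut at about 35% in these data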;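 note: plate controls were DMSO wells with enzyme for no effect and no-enzyme buffer wells for full effect; values of inactives mirror those of a sister screen read the other way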
The depositor's hits bear a star; . = not tested or not shown.

SMILES | NR3A LBD binder | mIAP activ | beta cell repl | hIAP act | mIAP inh | A3A deaminase | A3G deaminase | MPTP inh | hIAP block
Cc1ccc(Nc2nc(C(=O)NCC3CCCO3)cs2)cc1 (stereo not given) | 1 | 1 | -3 | 1.1 | -4 | 5 | -1 | 2.2 | -9
CCc1ccccc1NC(=S)N(CCN(C)C)C(C)c1cccnc1 (stereo not given) | 0 | 0.86 | -1 | 0.94 | 14 | -2 | -6 | -0.4 | 6
CC(=O)Nc1nonc1NC(C)=O | 0 | 1 | -2 | 1.2 | -3 | 12 | 2 | -0.8 | -17
CCc1ccc(CN2C(=O)c3ccccc3C2C(=O)NCc2cccnc2)cc1 (stereo not given) | 0 | 1.1 | 2 | 1.1 | -8 | 0 | -2 | 1.0 | -6
Cc1ccnc(NC(=O)c2ccc(S(=O)(=O)N3CCCCCC3)cc2)c1 | -1 | 1 | -6 | 1 | -4 | 6 | 0 | -1.8 | -3
O=[n+]1cc(-c2ccccc2)n([O-])c2c1CCC2 | -2 | 1.1 | -2 | 1.2 | -13 | -5 | -5 | -0.3 | -23
CCOC(=O)c1nn(-c2ccccc2)c2nc(Nc3ccccc3)cc(=O)n12 | 0 | 1 | -1 | 1 | -2 | 3 | 0 | 1.7 | -1
COc1ccc(/C=N/NC(=O)C(C)n2cnc3ccccc3c2=O)cc1 (stereo not given) | 0 | 0.97 | -1 | 1 | 3 | 2 | -4 | 1.6 | -3
COc1ccc(CNC(=O)CCN2C(=O)c3ccncc3C2=O)cc1OC | -1 | 0.93 | 0 | 1 | 7 | -1 | -10 | -0.4 | -4
CC(=O)/C(N=Nc1cccc(C(F)(F)F)c1)=C(\C)O | -3 | 1 | -2 | 0.77 | -3 | -1 | -7 | -0.3 | 23
O=C(CSc1nc2nc3c(cc2c(=O)n1-c1ccccc1)CCCC3)Nc1ccccc1 | -3 | 0.91 | 0 | 1.1 | 9 | 1 | 4 | -0.6 | -13
Cc1cc(NCCC(C)C)n2nc(C)c(-c3ccccc3)c2n1 | 1 | 0.9 | -4 | 0.92 | 10 | -2 | -4 | 10 | 8
O=C(Oc1ccc(N(Cc2cccs2)C2=NS(=O)(=O)c3ccccc32)cc1)c1ccccc1Cl | 2 | 0.91 | 3 | 0.88 | 9 | 0 | -1 | -4.3 | 12
CCCCCN(C(=O)CCC(=O)OCc1cccc(C)c1)c1c(N)n(CCCC)c(=O)[nH]c1=O | -1 | 1 | -3 | 0.91 | -2 | 5 | 4 | 0.7 | 9
CCCCC(CC)CNC(=O)C(=O)c1ccccc1NC(C)=O (stereo not given) | -4 | 0.9 | 0 | 0.97 | 10 | 2 | 1 | 7.0 | 3
COc1ccccc1C(=O)OCn1nnc2ccccc2c1=O | -3 | 1 | -1 | 0.94 | -2 | 2 | 1 | 0.4 | 6
CCc1ccc2oc(-c3cc(N)cc(C)c3O)nc2c1 | -13 | 0.93 | -4 | 0.94 | 7 | -2 | 2 | 2.6 | 6
O=C(COc1ccccc1F)N1CCN(S(=O)(=O)/C=C/c2ccccc2)CC1 | 0 | 1.1 | 0 | 0.96 | -6 | 14 | 11 | 0.1 | 4
CCNc1ccc(C(=O)O)cc1N | -1 | 0.88 | 0 | 0.89 | 12 | 0 | -4 | 1.1 | 11
O=C(NCC1CCN(c2ccc(S(=O)(=O)N3CCOCC3)cc2)CC1)c1cccc(Cl)c1 | -27 | 1.1 | -1 | 1.4 | -10 | -4 | -5 | 1.5 | -37
CCOC(=O)N1CCC(N2C(=O)c3ccccc3C2Nc2ccc(S(=O)(=O)N3CCOCC3)cc2)CC1 (stereo not given) | -1 | 1.1 | 2 | 1.1 | -14 | -3 | -10 | -3.0 | -9
O=C(CCc1n[nH]c(=O)[nH]c1=O)N/N=C/c1ccc(Br)o1 | -1 | 1 | -3 | 1 | -3 | 0 | -4 | -0.9 | -1
CCC(C)C(NC(=O)c1ccc(Cl)cc1Cl)C(=O)O (stereo not given) | 0 | 0.96 | 2 | 0.98 | 4 | 1 | 1 | 0.3 | 2
O=C(CN1CCN(CC(=O)Nc2ccccc2F)CC1)Nc1ccc2c(c1)OCCO2 | 1 | 1 | -1 | 1.1 | -4 | -2 | -10 | 0.8 | -6
O=C(CSc1nc2ccc(Cl)cc2[nH]1)NCCc1ccccc1 | -7 | 1 | -2 | 1.2 | 0 | -1 | -2 | -17 | -23

Other records
SMILES | NR3A LBD binder | mIAP activ | beta cell repl | hIAP act | mIAP inh | A3A deaminase | A3G deaminase | MPTP inh | hIAP block
COc1cc(CN2CCc3ccc(NC(=O)CCc4ccccc4OC)cc3C2)ccc1O | -1 | 1.2 | -5 | 0.64 | -20 | -1 | 12 | 0.9 | 36*
CCOc1ccc(CCNC(=O)c2cc([N+](=O)[O-])ccc2N2CCOCC2)cc1OCC | 6 | 1.1 | 5 | 0.85 | -7 | 4 | 4 | -0.2 | 15
O=C(O)c1cc2ncc(-c3[nH]ncc3[N+](=O)[O-])cn2n1 | -1 | 0.75 | -5 | 1 | 25 | 9 | 0 | -23 | -1
COc1cc(-c2cc(-c3ccc(O)cc3)nc(N)c2C#N)ccc1O | -23 | 0.97 | -4 | 1.1 | 3 | 4 | -3 | -0.3 | -7
c1ccc2c(Nc3nncs3)c3ccccc3nc2c1 | -2 | 1 | -3 | 0.85 | -1 | 2 | 1 | 0.9 | 15
Nc1c(C(=O)c2ccco2)oc2ccccc12 | . | 0.96 | -2 | 1 | 4 | 6 | -5 | . | -2
Nc1c(-c2ccccc2)sc2ccc3ccccc3[n+]12 | 1 | 0.92 | -2 | 0.89 | 8 | -4 | 2 | -0.9 | 11
O=S(=O)(Nc1ncccn1)c1ccccc1 | 0 | 1 | -1 | 1 | 0 | -2 | -3 | 0.4 | 0
CCOC(=O)C(Oc1ccc2c(-c3ccc(OC)cc3)cc(=O)oc2c1C)c1ccccc1 (stereo not given) | -1 | 0.9 | -5 | 0.99 | 10 | 4 | -6 | 8.3 | 1
CN(C)C(=O)COc1ncnc2scc(-c3ccc(F)cc3)c12 | -4 | 1 | -3 | 1.1 | -2 | 3 | -7 | -2.1 | -12
CC(=O)c1cc(CN2CCC(n3nccc3NC(=O)c3ccccc3)CC2)cs1 | -3 | 0.94 | 6 | 1.2 | 6 | -2 | -7 | -0.1 | -23
Cc1nc(SCC(=O)Nc2ccccc2Cl)oc1C | 1 | 0.95 | 5 | 1 | 5 | 0 | -3 | -0.5 | -2
Cc1cc(S(=O)(=O)NCC(c2ccc(F)cc2)N2CCN(C)CC2)ccc1F (stereo not given) | -1 | 0.97 | -1 | 1.1 | 3 | -1 | -6 | 6.3 | -5
CC(C)c1nc(=S)n(-c2ccccc2)[nH]1 | 0 | 0.99 | 0 | 0.91 | 1 | -7 | 31 | 3.8 | 9
O=C(NCC(c1ccco1)N1CCOCC1)c1ccc(C(F)(F)F)cc1 (stereo not given) | 0 | 1.1 | 3 | 1 | -8 | 2 | -2 | -2.9 | -2
Cc1nc([N+](=O)[O-])cn1CC(=O)Nc1ccc(Cl)cc1 | -1 | 1 | -2 | 0.94 | -2 | -3 | -3 | -0.8 | 6
COc1ccc(OCCCC(=O)OCC(=O)Nc2nnc(-c3ccccc3)o2)cc1 | -2 | 1 | 0 | 1.4 | -3 | -3 | -5 | 0.0 | -36
C#CCN1C=C(C(=O)OCC)C(C)NS1(=O)=O (stereo not given) | 3 | 1 | . | . | -2 | 1 | -1 | -0.4 | .
O=[N+]([O-])c1ccc(OCC(O)CN(C2CCCCC2)C2CCCCC2)cc1 (stereo not given) | -4 | 0.9 | 0 | 1.1 | 10 | 1 | -4 | -1.1 | -10
Cc1cccc(Nc2nnc(SCC(=O)NC(=O)Nc3ccc4c(c3)OCCO4)s2)c1 | 7 | 1 | -5 | 0.99 | -1 | -2 | -7 | 3.7 | 1
Cc1cccc(C)c1NC(=O)NC1CCc2ccccc21 (stereo not given) | 0 | 1 | 3 | 0.99 | -4 | -4 | -8 | 0.6 | 1
COc1ccc(CN2C(=O)c3c(c(C)n(C)c3C)C2C(=O)NC2CCC(C)CC2)cc1 (stereo not given) | -2 | 1.1 | -2 | 1.2 | -14 | -10 | -9 | 0.1 | -20
COc1ccc(CC(=O)Oc2ccc(F)cc2)cc1 | -1 | 0.94 | -2 | 0.95 | 6 | -6 | -7 | -0.1 | 5
CC(OC(=O)c1ccc(Cl)nc1)C(=O)Nc1ccc2c(c1)OCO2 (stereo not given) | 3 | 0.94 | -1 | 1 | 6 | -3 | 27 | 0.2 | 0
Fc1cc(NC(=S)NCc2ccc(CNC(=S)Nc3ccc(Cl)c(F)c3)cc2)ccc1Cl | 94* | 2.1* | -6 | 1.1 | -112 | -3 | -5 | 92* | -15

Next results follow.
SMILES | NR3A LBD binder | mIAP activ | beta cell repl | hIAP act | mIAP inh | A3A deaminase | A3G deaminase | MPTP inh | hIAP block
O=C(NCc1ccc(-c2nc3ccccc3s2)cc1)c1cc2ccccc2o1 | -3 | 0.91 | 0 | 1 | 9 | -3 | -7 | 1.1 | -1
COc1ccccc1/C=N/NC(=O)CSc1cc(C)nc2ccccc12 | 0 | 1 | -1 | 0.88 | -4 | -3 | 8 | -1.0 | 12
COc1ccc(CNc2nc3ccccc3n2CCN2CCCCC2)c(OC)c1 | -1 | 0.92 | -4 | 0.82 | 8 | 1 | 3 | 19 | 18
Cc1ccc(CNC(=O)/C=C/C(=O)O)cc1 | 0 | 0.91 | 5 | 0.95 | 9 | 0 | -4 | -1.0 | 5
O=C(CSc1nc(-c2ccccc2Cl)ns1)NCc1ccc2c(c1)OCO2 | 2 | 0.98 | 0 | 0.85 | 2 | -1 | -4 | 1.3 | 15
COc1ccccc1CN(C)C(=O)C1(c2ccc(Cl)cc2)CC1 | 0 | 0.95 | -2 | 1.1 | 5 | 2 | -8 | 0.5 | -7
O=C1C(=O)N(Cc2cccc([N+](=O)[O-])c2)c2ccccc21 | -3 | 0.91 | -5 | 0.95 | 9 | -1 | -3 | -0.5 | 5
CCn1c(=NC(=O)CSC(C)=O)sc2ccccc21 | 1 | 0.82 | -2 | 0.9 | 18 | 0 | -5 | -2.4 | 10
O=Cc1cnc2ccccc2c1-c1ccccc1 | 0 | 1.1 | -3 | 0.81 | -6 | -2 | -6 | 0.9 | 19
CCOc1ccc(-n2c(C)cc(/C=N/Nc3nc(C)cc(=O)[nH]3)c2C)cc1 | -1 | 1 | 2 | 1.2 | 0 | 0 | -8 | 2.5 | -22

Single records, as listed above.
CCn1c(=NC(=O)CSC(C)=O)sc2ccccc21 across the screens: NR3A LBD binder: 1; mIAP activ: 0.82; beta cell repl: -2; hIAP act: 0.9; mIAP inh: 18; A3A deaminase: 0; A3G deaminase: -5; MPTP inh: -2.4; hIAP block: 10
Cc1ccc(CNC(=O)/C=C/C(=O)O)cc1 across the screens: NR3A LBD binder: 0; mIAP activ: 0.91; beta cell repl: 5; hIAP act: 0.95; mIAP inh: 9; A3A deaminase: 0; A3G deaminase: -4; MPTP inh: -1.0; hIAP block: 5
